CXCR6 inh – inhibitors of human CXCR6 receptor | O00574 | CHO-K1 PathHunter CXCR6 beta-arrestin, luminescence | inhibition, % at 20 µM | actives 0.36% (n = 360,000); in the data active = inhibition above about 34%, passing the limit was not always enough;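 also: antagonist mode with CXCL16 agonist at 10 nM final; 0% = 10 nM CXCL16 with DMSO and 100% = unstimulated wells without agonist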
Target sequence (O00574 whole entry, looked up): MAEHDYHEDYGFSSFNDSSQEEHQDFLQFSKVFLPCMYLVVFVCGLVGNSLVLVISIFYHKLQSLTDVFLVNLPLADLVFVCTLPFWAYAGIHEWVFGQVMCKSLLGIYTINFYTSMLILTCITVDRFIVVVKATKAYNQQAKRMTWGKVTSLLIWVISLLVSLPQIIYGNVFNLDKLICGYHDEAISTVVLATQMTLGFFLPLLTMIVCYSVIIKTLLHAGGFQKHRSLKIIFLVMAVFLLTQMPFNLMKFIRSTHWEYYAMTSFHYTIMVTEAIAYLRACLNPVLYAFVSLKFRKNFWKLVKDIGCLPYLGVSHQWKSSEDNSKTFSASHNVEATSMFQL
The depositor's hits bear a star.

CXCR6 inh	SMILES
-3	COc1ccc(C(O)c2nc(-c3cccc(C(F)(F)F)c3)cs2)cc1 (stereo unspecified)
4	O=C1C(=Cc2cccc(F)c2)Cc2ccccc21
4	O=C(O)Cn1c(=O)c2c3c(sc2n(Cc2ccc(Cl)cc2Cl)c1=O)CCCC3
-1	CC(=O)Nc1cncc(-c2cccc(C(=O)N(C)C)c2)n1
8	COc1ccc(Br)c(Cn2c(C)c(C(=O)N(C)Cc3ccc(F)cc3)sc2=O)c1
8	Nc1ccc2c(=O)[nH][nH]c(=O)c2c1
2	Cc1ccc(C(=Cc2ccc([N+](=O)[O-])cc2)C(=O)O)cc1
-5	CC(C)N1CCC1(C)C(=O)Nc1cc(-c2ccccc2)nn1C (stereo unspecified)

Two of these compounds, reformatted:
Molecule | CXCR6 inh
O=C1C(=Cc2cccc(F)c2)Cc2ccccc21 | 4
O=C(O)Cn1c(=O)c2c3c(sc2n(Cc2ccc(Cl)cc2Cl)c1=O)CCCC3 | 4

The list continues:
CXCR6 inh	SMILES
-3	CC1(C(=O)NC2CCCC2)CCC(=O)N1CCCn1ccnc1 (stereo unspecified)
0	O=C(C[C@@H]1C[C@H]2c3cc(NC(=O)C4CCC4)ccc3O[C@H]2[C@@H](CO)O1)NCc1ccc(-c2ccccc2)cc1
6	COc1ccc(-c2noc(-c3csc([C@@H]4O[C@H](CO)[C@H](O)[C@H](O)[C@H]4O)n3)n2)cc1OC
6	O=C(Cc1ccc(NC(=O)C2CCCN(C(=O)CCc3ccccc3)C2)cc1)Nc1cccc(C(=O)N2CCCCC2)c1 (stereo unspecified)
0	COc1cc(CNC(=O)Nc2nnc([C@@H]3C[C@H](O)[C@@H](CO)O3)s2)cc(OC)c1OC
8	COC(=O)c1ccc2nc(-c3ccc(OC)c(OC)c3)c(Cc3cccc(F)c3)n2c1
-2	COc1ccc(C(=O)NC(C)Cc2c[nH]c3ccccc23)cc1 (stereo unspecified)
-9	N#Cc1c(/N=C/c2ccc(Br)s2)sc2c1CCC2
1	Cc1ccc(F)c(S(=O)(=O)NC(=O)C2(C)CCN2C(=O)Cc2ccsc2)c1 (stereo unspecified)
1	COc1ccccc1NC(=O)C1=C(C)Nc2nc(-c3cccnc3)nn2C1c1ccccn1 (stereo unspecified)
12	O=C(NC1CCN(Cc2ccccc2)CC1)c1cccc(NS(=O)(=O)c2ccc(Br)cc2)c1
0	COc1cc(F)ccc1-c1csc(C(O)c2ccccc2)n1 (stereo unspecified)
-5	CC1(C)CC(=O)C=C(c2ccccc2CO)C1=O
0	CCCNC(=O)C[C@@H]1C[C@H]2c3cc(NC(=O)c4ccc5c(c4)OCO5)ccc3O[C@H]2[C@@H](CO)O1
3	COc1ccc(OC2(C)CCN(Cc3ccc(-c4ccccc4)o3)C2)cc1 (stereo unspecified)
18	Cc1ccc(S(=O)(=O)Nc2ccc3c(c2)C(=O)c2ccccc2-3)cc1
2	Nc1cc(=O)[nH]c2ncnn12
6	CS(=O)(=O)Nc1ccc(Br)cc1
3	O=C1c2ccccc2S(=O)(=O)c2cc(-c3nn[nH]n3)ccc21
-3	O=C(NNC(=O)c1ccc2ccccc2c1)c1ccc(Cl)c(Cl)c1
-5	Cc1nc(Cl)sc1C(=O)Nc1cccc(C(F)(F)F)c1
4	C[C@@H]1CN([C@@H](C)CO)C(=O)CCCn2nncc2CO[C@@H]1CN(C)S(=O)(=O)c1cccc(F)c1
0	COc1ccccc1-c1cnc2c(Nc3cccc(OC(F)(F)C(F)F)c3)nccn12
3	COc1ccc(-c2cccc3c2C2CC3CCN2C(=O)OCc2ccccc2)cc1 (stereo unspecified)
0	CCN(CC)C(=O)c1[nH]cnc1C(=O)Nc1ccccc1F
3	CCN(CC(=O)Nc1ccccc1OC)C(=O)CSCC(=O)Nc1cccc(C)c1
10	COc1cc2c(cc1N)-c1ccc(N)cc1C2=O
0	COc1ccc(NC(=O)C2(C)CCCN2C(=O)C(C)C)cc1OC (stereo unspecified)
-1	CC(C)C(=O)N1CCC1(C)C(=O)Nc1ccc(-n2cccc2)cc1 (stereo unspecified)
6	O=C(NC1CCCCC1)C(CCc1ccccc1)N1CCc2ccccc2C1 (stereo unspecified)
1	CCN(CC)c1ncnc2c1nnn2C
-10	CNC(C)C(=O)NC(C(=O)NC(C)C(=O)Nc1cccc2ccccc12)C(C)C (stereo unspecified)
-3	CCOC1=C2[C@@H](CN(S(=O)(=O)c3ccc(C)cc3)[C@H]2c2cccs2)[C@H]2C(=O)N(c3ccccc3)C(=O)[C@H]2C1
-10	O=c1[nH]c2cc([N+](=O)[O-])ccc2c2cc(Br)ccc12
6	COc1ccc(-c2coc3cc(OC)ccc3c2=O)cc1
4	COc1cc(CCN(C(=O)c2cccc(S(C)(=O)=O)c2)C(CCc2ccccc2)c2nc3ccccc3[nH]2)cc(OC)c1 (stereo unspecified)
-6	NC1=CC(=O)C(=O)c2cccnc21
1	Cc1cc(C)c(S(=O)(=O)c2cccc(Br)c2C)c(Cl)n1
7	O=C(c1ccc2c(c1)OCO2)[C@@H]1[C@@H]2C(=O)N(C3CCCCC3)C(=O)[C@@H]2C2c3ccccc3C=CN21 (stereo partly specified)
-3	CCOc1ccc(-c2cc(C(=O)NCCOC)[nH]n2)c(C)c1
3	COCCCN1C(=O)C(CC(=O)NCCN2CCOCC2)CC(C(=O)N2CCOCC2)=C1C (stereo unspecified)
-6	C[C@H](O)[C@@H]1C(=O)N2CCc3c([nH]c4ccccc34)[C@@H]2C[C@@H]1N(C)S(=O)(=O)c1ccccc1
1	Cn1cc(C(=O)CCl)c2ccccc21
-1	Cn1cc(C(=O)NCc2cccs2)c(=O)c2cc(S(=O)(=O)N3CCCC3)ccc21
-6	Cc1[nH]n(-c2ccc(C(=O)O)cc2)c(=O)c1CCO
5	CCc1nnc(NC(=O)c2cc(S(=O)(=O)N3CCN(CC)CC3)ccc2Cl)s1
5	Cc1ccc(/C=C/C(=O)c2ccccc(=O)c2O)cc1C
-4	COc1ccccc1-c1cnc(C(O)c2ccc(Cl)cc2C)[nH]1 (stereo unspecified)
28	CC(C)C[C@H]1CNC(=S)N1CC1CCCN1C[C@H](CC(C)C)N1C[C@H](CC(C)C)N(CC2CCCCCC2)C1=S (stereo partly specified)
6	COC(=O)c1ccc2nc(-c3cccc(Br)c3)c(Cc3ccccc3C(F)(F)F)n2c1
-5	CC(=O)c1ccc(NC(=O)CN2CCC(NC(=O)c3ccccc3C)CC2)cc1
2	COc1cccc(NC(=O)c2cnc(NS(=O)(=O)c3ccccc3)nc2)c1
-2	Cc1cc(C)c2c(c1)NC(c1cc3c(cc1Br)OCO3)C1CC=CC21 (stereo unspecified)
-6	CC(C)(O)CN(C(=O)C(c1ccccc1)c1ccccc1)C1CCCCC1
2	COCCn1cnc2c1c(=O)n(CC(=O)NC(=O)NC(C)(C)C)c(=O)n2Cc1ccccc1
2	Cc1ccc(Cc2c(-c3ccc(Cl)cc3)nc3c(Cl)cc(C(F)(F)F)cn23)cc1

Next section:
CXCR6 inh	SMILES
2	COc1ccc(CN2CCN(Cc3c[nH]c4ccccc34)CC2)c(OC)c1
-2	COc1ccc(NC(=O)C2(C)CCN2Cc2cccc(OC)c2F)cc1OC (stereo unspecified)
2	Cc1cc(C(O)c2ncc(-c3ccccc3C)[nH]2)ccc1F (stereo unspecified)
2	COc1ccc(NC(=O)CN(C)CC(=O)Nc2cccc(F)c2)cc1S(=O)(=O)N1CCCCC1
0	Cn1nc(NC(=O)C(F)(F)F)c2ncc(-c3ccccc3)nc21
19	Cc1cc(NC(=O)/C(C#N)=C\c2ccc(-c3ccc(SC(F)F)cc3)o2)n(-c2ccccc2)n1
-6	Cn1c(Nc2ccc(Cl)cc2F)nc2cc(-c3ccccc3)sc2c1=O
-2	Nc1cccc(C(=O)c2ccccc2C(=O)O)c1

An excerpt of these results, with bars between the fields.
mol | CXCR6 inh
COCCn1cnc2c1c(=O)n(CC(=O)NC(=O)NC(C)(C)C)c(=O)n2Cc1ccccc1 | 2
Cc1ccc(Cc2c(-c3ccc(Cl)cc3)nc3c(Cl)cc(C(F)(F)F)cn23)cc1 | 2
COc1ccc(CN2CCN(Cc3c[nH]c4ccccc34)CC2)c(OC)c1 | 2

(list continues)
CXCR6 inh	SMILES
2	Cc1ccc(OCc2nnn(CC(=O)NS(=O)(=O)c3c(C)noc3C)c2-c2ccccc2)cc1
-26	O=C(ONC(=O)C1C2C=CC(C2)C1C(=O)NOC(=O)c1ccccc1)c1ccccc1 (stereo unspecified)
1	c1ccc(C2=NC(c3ccccc3)CC2)cc1 (stereo unspecified)
-9	Cc1cc(=O)[nH]c(NNC(=O)c2ccc(Cl)cc2)n1
-5	CC(C)N(Cc1ccccc1)S(=O)(=O)c1ccc(-n2cccn2)cc1
0	Cc1cc(S(=O)(=O)Nc2ccc(C(=O)NC3CC3)cc2)ccc1F
2	COc1ccc(Nc2c(-c3cccc(OC)c3)nc3nc(C)cc(C)n23)cc1
0	CC(C)(C)c1ccc(S(=O)(=O)NC(=O)C2(C)CCN2C(=O)C2CCCCC2)cc1 (stereo unspecified)
0	CCOC(=O)N1CCC(NC(=O)c2cn(-c3ccc(OC)cc3)c(=O)c3ccccc23)CC1
1	C#CCOCCOCCOCCNc1nc(N2CCN(C(=O)[C@H](C)n3cc(CCC(=O)O)nn3)CC2)nc(N2CCN(C(=O)[C@H](C)n3cc(CCC(=O)O)nn3)CC2)n1
-3	CN1C[C@@H]2[C@@H]3C(=O)N(Cc4ccccc4)C(=O)[C@@H]3[C@](Cc3ccccc3)(C1=O)N2C(=O)c1ccc(C(F)(F)F)cc1
-1	Cc1ccc(Cn2cc(CN3CC(N4CCCC4)CS3(=O)=O)nn2)cc1 (stereo unspecified)
0	O=C(NN=Cc1ccccc1Cl)c1cccc2ccccc12
-5	C[C@H](CO)N1C[C@H](C)[C@H](CN(C)S(=O)(=O)c2cn(C)cn2)OCc2cnnn2CCCC1=O
89*	C/C(=N\NC(=O)Cc1ccc(Cl)cc1)c1ccccn1
-3	COc1ccc(N2CCN(C(=O)/C=C/[C@H]3O[C@@H](n4ccc(=O)[nH]c4=O)[C@H](O)[C@@H]3O)CC2)cc1
-2	Cc1cccc(C)c1NC(=O)C1c2ccccc2OCC(=O)N1CCc1ccccc1 (stereo unspecified)
-3	CC(=O)c1ccc(NS(=O)(=O)c2ccc([N+](=O)[O-])cc2)cc1
-3	COc1ccc(NC(=O)COC(=O)C2CCCN2C(=O)OC(C)(C)C)cc1Cl (stereo unspecified)
-16	CC(=O)C1C=CC(C)(C(=O)O)C2C=C(C)C(=O)C(C)(O)C12 (stereo unspecified)
-7	COc1ccc(CC(N)c2csc(Nc3nc(C)cnc3C)n2)cc1 (stereo unspecified)
0	CC(O)(c1cccnc1)c1nc(-c2cccc(F)c2)cs1 (stereo unspecified)
5	O=C(COC(=O)C1=COCCO1)NCc1ccc(Cl)cc1Cl
3	COc1ccccc1CNc1nc(NC(C)C)nc2cc(-c3ccccc3)sc12

Part of the list above, set out differently.
smiles	CXCR6 inh
O=C(NNC(=O)c1ccc2ccccc2c1)c1ccc(Cl)c(Cl)c1	-3
Cc1nc(Cl)sc1C(=O)Nc1cccc(C(F)(F)F)c1	-5
C[C@@H]1CN([C@@H](C)CO)C(=O)CCCn2nncc2CO[C@@H]1CN(C)S(=O)(=O)c1cccc(F)c1	4
COc1ccccc1-c1cnc2c(Nc3cccc(OC(F)(F)C(F)F)c3)nccn12	0
COc1ccc(-c2cccc3c2C2CC3CCN2C(=O)OCc2ccccc2)cc1 (stereo unspecified)	3
CCN(CC)C(=O)c1[nH]cnc1C(=O)Nc1ccccc1F	0

Continuation:
CXCR6 inh	SMILES
7	CCc1nc2ccc(C(=O)N(CC)CCN(C)C)cn2c1N(C)CCCc1ccccc1
-3	CCCNS(=O)(=O)c1ccc(CCC(=O)Nc2cc(Cl)ccc2Oc2ccccc2)cc1
22	CN(C)c1ccc(C=C2SC(=S)N(Cc3ccco3)C2=O)cc1
10	CSc1nsc2nc(=O)c(/C=C3\C(C)=Nc4ccccc43)c(N)n12
31	Cc1ccc2c(c1)C(=C(C#N)C#N)CCN2
5	CC(C)(C)c1ccc(NC(=O)c2cc(C3CCCN(C(=O)CCc4ccccc4)C3)on2)cc1 (stereo unspecified)
6	CCCCn1nnnc1C(c1cccs1)N1CCN(C/C=C/c2ccccc2)CC1 (stereo unspecified)
4	COc1ccc(C(=O)N2c3cc4c(cc3C(C)=CC2(C)C)OCO4)cc1
-7	CCSc1nnc(NC(=O)c2cc(-c3ccc(C)c(C)c3O)n[nH]2)s1
4	O=C(OCn1nnc2ccccc2c1=O)c1ccc2ccccc2n1
1	COc1ccc(C(C)(O)c2nc(-c3cccc(C#N)c3)cs2)cc1 (stereo unspecified)
-17	O=S1(=O)CC(N2CCC(Cc3ccccc3)CC2)CN1Cc1ccc(F)cc1 (stereo unspecified)
-4	CCOC(=O)[C@]12CCC=C1N(CCC1=CCCCC1)C(=O)[C@H](CC(=O)N1CCSCC1)C2
1	OCc1ccccc1Cn1ccnc1
-4	O=C(NCCC(F)(F)F)c1cccc2c(-c3ccc(F)c(F)c3)coc12
-15	Oc1[nH]c(N=C2N=c3ccccc3=N2)c2ccccc12
-3	COC(=O)c1c(NC(=O)c2ccc(C(=O)c3ccccc3)cc2)sc2c1CC(C)(C)NC2(C)C
0	O=C(CCN1N=C(c2ccccc2)CCC1=O)NC1CCCCC1
1	CN1OC[C@@H]2CN(Cc3cc(Cl)cc(Cl)c3)[C@H](c3cccc(Br)c3)C[C@@H]21
-8	O=[N+]([O-])c1ccc2c(c1)C(=Nc1ccccc1)c1ccccc1-2
6	Cc1ccccc1-c1cc2nc(OCC3CCCO3)n(C)c(=O)c2s1 (stereo unspecified)
-6	CC(=O)NCCNC(=O)C1Cc2c(-c3ccc4c(c3)OCO4)ccnc2O1 (stereo unspecified)
4	Cc1ccc(NCc2cccc(B(O)O)c2)cc1
2	CCCCNC(=O)C1(C)CCCCN1C(=O)c1ccc2sccc2c1 (stereo unspecified)
3	CC(=O)NC(c1ccccc1)c1nc(-c2ccc(C)c(C)c2)cs1 (stereo unspecified)
2	CC1=Nc2ccccc2/C1=C/c1c(C)[nH]c2ccccc12

Bioassay records from PubChem BioAssay.

Only part of the results is shown; rates above refer to the full screens.
